RGS4 pot = RGS4 potentiators or activators, primary screen, cell-based, HEK293 M3R inducible RGS4, calcium flux; AID 463111, 2010; hit rate 0.92% among 310,000; B-score at 10 µM; carbachol calcium flux Fluo4; stronger effect = lower value;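 active = B-score of the integrated calcium signal more than 4 SD below the library mean, with starting fluorescence not abnormally high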;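 note: negative B-score means reduced calcium response which marks RGS4 activation or potentiation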
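Assay system: HEK293 FlpIn-TREx cells, stable M3R, doxycycline-inducible RGS4 / Probe or stimulus: carbachol, ECmax concentration / Times: overnight RGS4 induction, 30 min dye load 37 °C, 20 min compound RT / Signal: kinetic calcium fluorescence imaging with Fluo4-AM dye, 2 µM / Measure: Agonist-evoked peak-minus-minimum fluorescence over baseline, integrated ratio, B score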
HDAC3 inh = HDAC3 deacetylase inhibitors, primary screen, biochemical, fluorescence, cell-free homogeneous; Histone deacetylase 3 (Homo sapiens), O15379; recombinant HDAC3, fluorogenic peptide/trypsin coupled; inhibition, % at 8.3 µM; hit rate 0.15% among 320,000; AID 2718, 2010; in the data active = inhibition above about 26%, passing the limit was not always enough
ANO1 activ = TMEM16A chloride channel activators or potentiators, primary screen, cell-based, HTS; Anoctamin-1 (Mus musculus), Q8BHY3; HEK293 TMEM16A/YFP-H148Q/I152L, iodide quench fluorescence; stronger effect = lower value; B-score at 10 µM; hit rate 0.3% among 340,000; AID 623877, 2012;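 active = fluorescence-ratio B-score plate-corrected deviation score at least 3 library SD below zero, with starting fluorescence score within 5 deviations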;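 note: channel opened by trigger with iodide after compound preincubation; score built on the fluorescence ratio of max minus min over baseline; more negative score means more quench and so TMEM16A activation or potentiation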
Target sequence (Q8BHY3 whole entry, looked up): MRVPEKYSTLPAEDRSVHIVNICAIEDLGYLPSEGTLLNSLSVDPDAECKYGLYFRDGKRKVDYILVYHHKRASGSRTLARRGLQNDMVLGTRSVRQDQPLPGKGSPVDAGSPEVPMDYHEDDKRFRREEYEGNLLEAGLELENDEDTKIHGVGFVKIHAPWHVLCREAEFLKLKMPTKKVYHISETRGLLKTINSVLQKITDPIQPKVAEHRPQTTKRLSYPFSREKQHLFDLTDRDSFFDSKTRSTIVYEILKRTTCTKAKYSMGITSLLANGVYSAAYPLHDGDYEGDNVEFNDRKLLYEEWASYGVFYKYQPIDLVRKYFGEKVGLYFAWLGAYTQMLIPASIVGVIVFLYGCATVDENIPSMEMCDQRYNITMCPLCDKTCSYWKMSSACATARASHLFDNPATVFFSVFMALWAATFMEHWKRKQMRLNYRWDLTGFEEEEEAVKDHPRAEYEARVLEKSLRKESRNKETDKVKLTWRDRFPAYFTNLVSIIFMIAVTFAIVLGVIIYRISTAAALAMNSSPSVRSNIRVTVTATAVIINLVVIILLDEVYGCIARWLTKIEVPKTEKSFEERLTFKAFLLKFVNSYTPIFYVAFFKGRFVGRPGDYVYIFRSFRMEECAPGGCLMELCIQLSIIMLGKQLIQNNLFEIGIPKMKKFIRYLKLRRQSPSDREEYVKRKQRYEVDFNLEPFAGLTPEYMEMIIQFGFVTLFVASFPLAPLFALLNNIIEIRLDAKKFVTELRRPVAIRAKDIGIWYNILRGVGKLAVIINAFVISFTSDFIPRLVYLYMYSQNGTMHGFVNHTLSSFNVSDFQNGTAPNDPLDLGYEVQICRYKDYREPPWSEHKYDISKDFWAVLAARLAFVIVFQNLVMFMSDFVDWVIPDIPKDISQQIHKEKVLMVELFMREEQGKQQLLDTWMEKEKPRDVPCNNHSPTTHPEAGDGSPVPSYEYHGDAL
SKKanGAS inh = S. pyogenes SKKanGAS growth inhibitors in kanamycin, primary screen, streptokinase expression inhibitor project, SKKanGAS strain, BacTiter-Glo luminescence; 6 h; inhibition, % at 7.5 µM; hit rate 1.3% among 300,000; AID 1662, 2009;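 active = mean replicate score, as percent of positive control median, at least 50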;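 note: strain carries kanamycin resistance gene driven by streptokinase promoter and grows in 40 µg/ml kanamycin; loss of luminescence reflects streptokinase promoter inhibition or plain growth inhibition; 0% = median of DMSO wells and 100% = positive control at its reference dose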
RGS4 block = RGS4 inhibitors, primary screen, cell-based, HEK293 M3R inducible RGS4, calcium flux. Regulator of G-protein signaling 4 (Homo sapiens), P49798. Fluo-4 calcium flux; stronger effect = higher value; triggered by carbachol at its EC20. B-score at 10 µM. hit rate 0.45% among 310,000;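 active = B-score, a plate-corrected calcium signal, over three deviations above library mean, with baseline fluorescence within five deviations of library mean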;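 note: RGS4 expression induced by doxycycline in cells with stable M3 receptor; B-score is computed from the integrated fluorescence ratio over baseline after carbachol; higher B-score means a larger calcium signal and so more RGS4 inhibition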
Target sequence (P49798 whole entry, looked up): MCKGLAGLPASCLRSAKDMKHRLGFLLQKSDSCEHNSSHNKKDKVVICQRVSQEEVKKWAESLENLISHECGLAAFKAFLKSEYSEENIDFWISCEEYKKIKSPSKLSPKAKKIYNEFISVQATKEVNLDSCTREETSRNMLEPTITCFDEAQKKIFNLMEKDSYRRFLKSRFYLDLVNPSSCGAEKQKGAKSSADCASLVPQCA
KCNK3 inh = human KCNK3 channel inhibitors, primary screen, CHO cells, FluxOR thallium flux, B-score. B-score at 10 µM. hit rate 0.84% among 340,000. FluxOR fluorescence; stronger effect = lower value;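 active = B-score under library mean minus 4 SD, starting fluorescence ratio at most library mean plus 5 SD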;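 note: more negative B-score means stronger inhibition of thallium flux through KCNK3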
KCNQ1 pot = potentiators or activators of KCNQ1 channel, primary screen, cell-based, thallium flux, high-throughput; Potassium voltage-gated channel subfamily KQT member 1 (Homo sapiens), P51787; CHO-K1 KCNQ1, thallium flux FluxOR fluorescence; stronger effect = higher value; B-score at 10 µM; hit rate 0.35% among 310,000; AID 2648, 2010;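 active = fluorescence ratio B-score, a plate-corrected score, at least three library SD, with initial intensity B-score within 5 SD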
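Material: CHO-K1 cells stably expressing KCNQ1. Medium: assay buffer for compound exposure, DMSO matched across wells. Reagent: K+/Tl+ depolarizing stimulus. Compound dosing: single-concentration screen. Times: 37 °C overnight plating, 90-min dark dye load, 20-min compound pretreatment. Technique: FluxOR Tl+ flux fluorescence.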
KCNQ1 block = inhibitors of human KCNQ1 channel, primary screen, cell-based, thallium flux, high-throughput. CHO-K1 KCNQ1, FluxOR thallium flux fluorescence; stronger effect = higher value. Potassium voltage-gated channel subfamily KQT member 1 (Homo sapiens), P51787. B-score at 10 µM. AID 2642, 2010. hit rate 1.3% among 310,000;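 active = compounds whose thallium flux B-score, printed positive for inhibition, exceeds three library SD while starting fluorescence stays within three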;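 note: channel opened by potassium depolarization with thallium stimulus after 20 min compound exposure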
ANO1 block = TMEM16A chloride channel inhibitors, primary screen, cell-based, HTS; Anoctamin-1 (Mus musculus), Q8BHY3; HEK293 TMEM16A/YFP iodide influx fluorescence, ionomycin; normalized B-score (activity score, 25-100; higher = stronger inhibition) at 10 µM; hit rate 1.2% among 310,000;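 active = ratio plate-corrected score three or more library SD toward inhibition, starting fluorescence score within five deviations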;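 note: score derived from kinetic fluorescence span divided by baseline fluorescence per well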
hERG rescue = hERG rescue from dofetilide block, primary screen, cell-based, CHO-hERG, FluxOR thallium flux, dofetilide IC70 | AID 1511, 2009 | Voltage-gated inwardly rectifying potassium channel KCNH2 (Homo sapiens), Q12809 | activation (rescue from dofetilide block), less the hit threshold, % at 10 µM | dofetilide IC70 present | hit rate 0.51% among 310,000;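 active = activation above the mean of controls blocked by dofetilide plus 5 SD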;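 note: thallium influx through hERG after potassium depolarization seen as dye fluorescence rise; in these data hits start at about 4.7%; inactives centre near -7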
KCNK9 block = KCNK9 potassium channel inhibitors, primary screen, HEK293 cells, thallium flux; B-score at 10 µM; AID 488922, 2010; hit rate 1.2% among 310,000; Potassium channel subfamily K member 9 (Homo sapiens), Q9NPC2; FluxOR thallium flux fluorescence; stronger effect = lower value;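 active = ratio B-score over 3 SD below the library mean, with starting fluorescence within 5 SD of its mean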;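 note: negative B-score means less thallium flux so channel inhibition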
* marks the source's active call; other numbers are inactive results; i = inactive; / = no result given.

SMILES | RGS4 pot | HDAC3 inh | ANO1 activ | SKKanGAS inh | RGS4 block | KCNK3 inh | KCNQ1 pot | KCNQ1 block | ANO1 block | hERG rescue | KCNK9 block
N#C/C(=C\c1cccnc1)C(=O)Nc1cccc2ccccc12 | i | 0 | i | 14 | i | i | i | i | i | -5 | i
COc1ccc(-c2csc3ncnc(N4CCN(Cc5ccccc5)CC4)c23)cc1 | -7.7* | -13 | i | -7 | i | i | i | i | i | -20 | i
Cn1cnnc1Sc1nc2c(c(=O)n(C)c(=O)n2C)n1Cc1ccccc1Cl | i | 0 | i | 4 | i | i | i | i | i | -15 | i
O=C(CSc1nnc(-c2ccccn2)n1Cc1ccccc1)NC1CCCC1 | i | 0 | i | -6 | i | i | i | i | i | 1 | i
O=C(CN(Cc1ccccc1)C(=O)CCC(=O)Nc1nccs1)NCC1CCCO1 (stereo not given) | i | -1 | i | 4 | i | i | i | i | i | -6 | i
COc1cccc(NC(=O)CS(=O)(=O)Cc2nc(-c3ccc(C)cc3)oc2C)c1 | i | 2 | i | -5 | i | i | i | i | i | -8 | i
O=S(=O)(Nc1nccs1)c1ccc(NS(=O)(=O)c2cccs2)cc1 | i | 14 | i | 2 | i | i | i | i | i | -5 | i
NS(=O)(=O)c1cccc(NC(=O)CCCC2CCCCC2)c1 | i | 5 | i | -6 | i | i | i | i | i | -13 | i
CCN(CC)C(=O)CSc1nnc(CCNC(=O)OC(C)(C)C)o1 | i | -4 | i | -2 | i | i | i | i | i | -16 | i
CC/C(=N\NC(=O)Nc1ccccc1)c1ccccc1 | i | -2 | i | 0 | i | i | i | i | i | -2 | i
OCC(O)CSc1nc(-c2ccccc2)nc2c1CCC2 (stereo not given) | i | -2 | i | -7 | i | i | i | i | i | -9 | i
O=C(CN1C(=O)c2ccccc2S1(=O)=O)NCCc1ccccc1 | i | -6 | i | 0 | i | i | i | i | i | -4 | i
COCC(C)NS(=O)(=O)c1ccc(NC(=O)c2ccccn2)cc1 (stereo not given) | i | 1 | i | 7 | i | i | i | i | i | -11 | i
COCCNc1cc(C)nc2cc(-c3ccc(C)cc3)nn12 | i | -6 | i | 3 | i | i | i | i | i | -12 | i
Cc1cccc(Nc2nnc(C)c(=O)n2N)c1 | i | 0 | i | -6 | i | i | i | i | i | -4 | i
NC(=Nc1ccc(N)cc1)C(N)=Nc1ccc(N)cc1 | i | 2 | i | 1 | i | i | i | i | i | 0 | i
Cc1cc(/C=C2/C(=O)N(C)C(=S)N2C)c(C)n1C1CC1 | i | -1 | i | 3 | i | i | i | i | i | -7 | i
CN1CCCN(C(=O)c2cccc(Br)c2)CC1 | i | 3 | i | -5 | i | i | i | i | i | -8 | i
O=c1cc[nH]c2cc(C(F)(F)F)ccc12 | i | 5 | i | -5 | i | i | i | i | i | -2 | i
CCOC(=O)CC(C#N)c1c[nH]c2ccccc12 (stereo not given) | i | -1 | i | -17 | i | i | i | i | i | -8 | i
CC/C(=N\Nc1nncc2ccccc12)c1ccc(F)cc1 | i | 3 | i | 0 | i | i | i | i | i | -5 | i
COC(=O)c1ccc2c(c1)NC(=O)c1ccccc1S2 | i | -2 | i | -5 | i | i | i | i | i | -4 | i
Cc1noc(C(=O)NCc2cccnc2)c1Cl | i | 2 | i | -3 | i | i | i | i | i | -4 | i
O=C1CN(C(=O)c2cnccn2)c2ccccc2N1 | i | 1 | i | -1 | i | i | i | i | i | -4 | i
O=C(COC(=O)Cc1ccc(F)cc1)NC1CCCC1 | i | 2 | i | -5 | i | i | i | i | i | -7 | i
SMILES | RGS4 pot | HDAC3 inh | ANO1 activ | SKKanGAS inh | RGS4 block | KCNK3 inh | KCNQ1 pot | KCNQ1 block | ANO1 block | hERG rescue | KCNK9 block
c1ccc2c(c1)ncn2CCCCOc1ccc2c(c1)CCC2 | i | -2 | i | 0 | i | i | i | 7* | i | -18 | i
O=C(Nc1cccc2ccccc12)c1cn(-c2ccccc2)nc1-c1cccs1 | i | -3 | i | -2 | i | -9.5* | i | i | i | -12 | -10*
CC(=O)c1cc(C)ccc1OC(=O)CCN1C(=O)C2C3c4ccccc4C(c4ccccc43)C2C1=O (stereo not given) | i | 0 | i | 18 | i | i | i | i | i | -7 | i
C=CCn1c(SCC(=O)NCC(=O)OCC)nnc1-c1cccc(OC)c1 | i | -3 | i | 0 | i | i | i | i | i | -6 | i
CCc1cccc(C)c1NC(=O)Cn1c(NCCO)nc2ccccc21 | i | -1 | i | -4 | i | i | i | i | i | -9 | i
Cc1cc(Cl)ccc1Oc1nc(-c2ccccc2)ncc1S(C)(=O)=O | i | 2 | i | -1 | i | i | i | i | i | -4 | i
Cc1cccc(C)c1N1CCN(S(=O)(=O)c2ccc(F)cc2)CC1 | i | 5 | i | 5 | i | i | i | i | i | -7 | i
CCOc1cc(N2CCOCC2)c(OCC)cc1NC(=O)Cc1cn2ccsc2n1 | i | -18 | i | -2 | i | i | i | i | i | -13 | i
Cc1ccc(C)c(C(=O)CCC(=O)Nc2ccc(F)cc2)c1 | i | 9 | i | -11 | i | i | i | i | i | -11 | i
Cc1ccc(NC(=O)Cn2cc(C=O)c3ccccc32)cc1C | i | -17 | i | 1 | i | i | i | i | i | -3 | i
N#Cc1c(N)nc2c3c(sc(=N)c2c1N)NC(=O)CC3c1ccccc1Cl (stereo not given) | i | -11 | i | -5 | i | i | i | i | i | -15 | i
CCOc1ccccc1OCC(=O)NNC(=S)NC1CCCCC1 | i | 5 | i | -8 | i | i | i | i | i | -13 | i
COc1ccccc1CNC(=O)COc1ccc(S(=O)(=O)N2CCOCC2)cc1 | i | 9 | i | -2 | i | i | i | i | i | -6 | i
CCO[C@H]1OC(C(=O)O)=C[C@@H](c2ccc(C(F)(F)F)cc2)[C@@H]1CCCO | i | 4 | i | 1 | i | i | i | i | i | -2 | i
Cc1[nH]n(-c2ccccc2)c(=O)c1C(c1ccc(C(=O)O)cc1)c1c(C)[nH]n(-c2ccccc2)c1=O | i | 1 | i | -3 | i | i | i | i | i | -5 | i
Nc1ncnc(Nc2ccccc2Cl)n1 | i | -4 | i | -2 | i | i | i | i | i | -2 | i
CCOC(=O)c1c(C)[nH]c(C)c1S(=O)(=O)NC1CCN(C(=O)OCC)CC1 | i | 0 | i | 1 | i | i | i | i | i | -5 | i
COc1ccccc1/C=C/CN1CCCCC1 | i | 9 | i | 5 | i | i | i | i | i | -3 | i
Cc1ccc(CNC(=O)C2(NC(=O)Nc3ccc(C)cc3)CCCCC2)cc1 | i | -2 | i | 6 | i | i | i | i | i | 4.6* | i
O=C(NC1CCCCC1)C(c1ccccc1)N(C(=O)c1csnn1)C1CCCC1 (stereo not given) | i | 7 | i | 1 | i | i | i | i | i | -1 | i
NC(=O)C1CCN(C(=O)c2ccc(Oc3ccccc3)cc2)CC1 | i | 4 | i | -2 | i | i | i | i | i | -16 | i
O=C(O)C1=C[C@H](c2ccccc2)C[C@H](OCc2ccc(CO)cc2)O1 | i | 0 | i | -3 | i | i | i | i | i | -3 | i
Cc1ccc([N+](=O)[O-])cc1NC(=O)C1CCN(S(C)(=O)=O)CC1 | i | 5 | i | -4 | i | i | i | i | i | -8 | i
COCc1cc(=O)n2[nH]c(C)cc2n1 | i | -14 | / | -2 | i | i | i | i | i | -13 | i
CCSc1ccccc1C(=O)Nc1cccc(OC)c1 | i | -1 | i | 3 | i | i | i | i | i | -13 | i
SMILES | RGS4 pot | HDAC3 inh | ANO1 activ | SKKanGAS inh | RGS4 block | KCNK3 inh | KCNQ1 pot | KCNQ1 block | ANO1 block | hERG rescue | KCNK9 block
Cc1ccc(Cn2cc(C(=O)c3ccc(F)cc3)c(=O)c3cc4c(cc32)OCCO4)cc1 | i | 8 | i | 7 | i | i | i | i | i | -11 | i
COc1cc(S(=O)(=O)N2CCOCC2)ccc1NC(=O)COc1ccc(N(C)S(=O)(=O)c2ccc(C)cc2)cc1 | i | 1 | i | -10 | i | i | i | 13* | i | -22 | i
CCC1(CC)C(=O)C2=C3C1[C@H](C(=O)OC)CC(C(=O)OC)C[C@H]3n1c(=O)n(C)c(=O)n1[C@H]2C (stereo not given in full) | i | -9 | i | 0 | i | i | i | i | i | -8 | i
Cc1ccc(C(=O)CSc2nnc(-c3snnc3C)n2C2CC2)cc1 | i | -6 | i | -9 | i | i | i | i | i | -8 | i
Cc1cc(NS(=O)(=O)c2ccc(NC(=O)COc3ccc(Br)cc3)cc2)nc(C)n1 | i | 0 | i | 7 | i | i | i | i | i | -3 | i
CC1CN(C(=O)/C(C#N)=C2\N=C(NC(=O)c3ccc(F)cc3)c3ccccc32)CC(C)O1 (stereo not given) | i | 1 | i | 6 | i | i | i | i | i | -9 | i
Cc1ccc(C(=O)NCc2ccco2)cc1 | i | 3 | i | 2 | i | i | i | i | i | -1 | i
CCOC(=O)N1CCN(CCC(=O)Nc2ccccc2OC)CC1 | i | -5 | i | -1 | i | i | i | i | i | -5 | i
Cn1c(SCCOc2ccccc2Cl)nnc1-c1cccs1 | i | -1 | i | 5 | i | i | i | i | i | -18 | i
O=C(Nc1cc(Cl)ccc1N1CCOCC1)c1cccnc1Cl | i | 0 | i | 5 | i | i | i | i | i | -13 | i
O=C(COc1ccccc1Cl)NCCc1ccc2c(c1)OCCO2 | i | 0 | i | -2 | i | i | i | i | i | -2 | i
O=S(=O)(Cc1ccccc1)N1CCN(Cc2ccccc2)CC1 | i | 1 | i | 7 | i | i | i | i | i | -10 | i
CCCCn1c(=N)n(CC(=O)c2ccc([N+](=O)[O-])cc2)c2ccccc21 | i | 4 | / | -3 | i | / | i | i | i | -11 | i
O=C(Nc1cccnc1)C1CC(=O)N(c2ccc(F)cc2)C1 (stereo not given) | i | 3 | i | 0 | i | i | i | i | i | -8 | i
COc1ccc(-c2nnc(SCCC(=O)O)n2-c2ccccc2)cc1OC | i | / | i | -1 | i | i | i | i | i | -19 | i

Compound activity from PubChem.
